CAL PDZ inh – blocks peptide binding to human CAL PDZ domain; Q9HD26; purified CAL PDZ, TMR-peptide fluorescence polarization, 1 h; inhibition, % at 20 µM; 330,000 tested, 0.02% active;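 active = highest replicate inhibition of at least 40%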;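 note: plate controls were DMSO neutral control wells for no effect and unlabeled competitor peptide control wells for full effect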
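Test system: tagged CAL PDZ domain / Buffer or medium: sodium phosphate/NaCl buffer pH 7.4 with TCEP, IgG, Thesit / Reagent: TMR-labelled reporter peptide T*-PRC34 bound in PDZ groove / Compound dosing: single point, 20 µM / Schedule: 1 h incubation at room temperature before polarization reading / Technique: fluorescence polarization (mP) / Benchmarks: unlabelled peptide, DMSO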
DAGLB inhibitor – diacylglycerol lipase beta (human) inhibition. Q8NCG7. HEK293T DAGLB membrane lysate, EnzChek fluorogenic substrate. inhibition, % at 5.17 µM. 340,000 tested, 0.059% active; in the data active = inhibition above about 34%;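 note: 0% = enzyme with vehicle and 100% = wells lacking enzyme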
Target sequence (Q8NCG7 whole entry, looked up): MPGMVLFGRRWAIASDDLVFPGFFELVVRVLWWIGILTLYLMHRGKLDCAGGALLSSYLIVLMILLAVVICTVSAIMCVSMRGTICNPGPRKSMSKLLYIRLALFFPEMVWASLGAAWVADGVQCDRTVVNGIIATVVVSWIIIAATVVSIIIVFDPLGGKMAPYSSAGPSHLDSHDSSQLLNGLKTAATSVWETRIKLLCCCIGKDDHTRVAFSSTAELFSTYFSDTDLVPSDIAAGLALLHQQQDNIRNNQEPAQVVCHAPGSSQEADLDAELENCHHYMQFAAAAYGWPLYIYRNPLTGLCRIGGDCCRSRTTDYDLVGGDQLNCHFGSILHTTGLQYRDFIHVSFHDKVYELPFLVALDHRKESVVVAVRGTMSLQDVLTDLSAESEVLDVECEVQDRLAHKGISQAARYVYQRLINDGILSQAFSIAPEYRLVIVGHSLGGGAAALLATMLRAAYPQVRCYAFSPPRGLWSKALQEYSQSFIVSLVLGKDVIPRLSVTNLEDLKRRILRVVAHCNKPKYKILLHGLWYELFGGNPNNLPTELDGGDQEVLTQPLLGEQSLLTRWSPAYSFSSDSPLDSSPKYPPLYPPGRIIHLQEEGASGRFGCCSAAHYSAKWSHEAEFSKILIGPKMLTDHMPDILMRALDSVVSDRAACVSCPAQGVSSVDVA
phage Ecoli inh – E. coli growth loss with phage present; inhibition, % at 11.9 µM; growth absorbance; 360,000 tested, 0.26% active; in the data active = inhibition above about 11%
PfHsp90 yeast 2 – reduces growth (ATP signal) of yeast expressing P. falciparum Hsp90. S. cerevisiae expressing PfHsp90, BacTiter-Glo ATP, 48 h; yeast lacking PDR1 and PDR3 efflux regulators. 310,000 tested, 0.32% active. inhibition, % at 9.4 µM. AID 504621;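 active = every replicate shows inhibition above about 80%, whatever the replicate mean, limit read from the data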;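 note: 0% = DMSO neutral controls and 100% = 20 µM radicicol positive controls; yeast relying on Plasmodium falciparum Hsp90 in place of its own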
Rtt109 Vps75 – blocks Candida albicans Rtt109/Vps75 acetyltransferase activity. purified Rtt109/Vps75, ThioGlo CoA-SH fluorescence, 4 h. inhibition, % at 34.9 µM. 330,000 tested, 0.16% active;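 active = inhibition of at least 50% in every replicate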
Target sequence (Q5AAJ8 whole entry, looked up): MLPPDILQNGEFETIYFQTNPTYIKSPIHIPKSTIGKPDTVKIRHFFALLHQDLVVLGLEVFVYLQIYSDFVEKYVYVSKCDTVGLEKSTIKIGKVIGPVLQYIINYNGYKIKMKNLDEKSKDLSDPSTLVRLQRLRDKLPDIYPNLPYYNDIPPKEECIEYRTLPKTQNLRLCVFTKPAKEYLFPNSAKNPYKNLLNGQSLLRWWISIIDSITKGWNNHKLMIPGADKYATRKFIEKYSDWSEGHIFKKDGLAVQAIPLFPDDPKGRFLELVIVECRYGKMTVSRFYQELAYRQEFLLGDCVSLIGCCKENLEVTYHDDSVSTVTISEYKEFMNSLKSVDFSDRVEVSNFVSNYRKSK
Ecoli viability – counter-screen for AddAB inhibitors: E. coli growth inhibition | E. coli V3065 growth, OD600 absorbance, 18 h | inhibition, % at 11.9 µM | 330,000 tested, 0.27% active;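 active = inhibition above the campaign's mean inhibition across all tested compounds plus 3 SD, cut at about 9.9% in these data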;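 note: uninfected addAB+ strain grown without phage in ampicillin broth; 0% = DMSO wells and 100% = ciprofloxacin 0.95 µg/ml wells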
Tat transport – E. coli Tat transport inhibition; inhibition, % at 10 µM; AID 488895; E. coli MC4100 TorA-mCherry Tat export, fluorescence; 340,000 tested, 0.036% active;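 active = mean replicate inhibition at least 50% and at least half of replicates individually reaching 50%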;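 note: exported cargo escapes ClpAP degradation while cytoplasmic cargo is degraded and loses fluorescence; 0% = median of neutral control wells and 100% = median of NaSCN control wells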
Wnt bcat act – Wnt/beta-catenin pathway activation; Wnt/beta-catenin reporter cell assay, activator, plate reader; activation, % at 9.35 µM; 300,000 tested, 1.2% active; AID 743398; in the data active = activation above about 30%, passing the limit was not always enough;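 note: 0% = neutral control wells and 100% = positive control wells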
PvdQ inh – P. aeruginosa PvdQ acylase inhibition; 340,000 tested, 0.063% active; inhibition, % at 10 µM; purified PvdQ acylase, fluorescence plate reader; AID 488965; in the data active = inhibition above about 30%, passing the limit was not always enough;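 note: 0% = vehicle neutral wells and 100% = reference inhibitor wells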
AddAB inh – less growth of phage-infected E. coli with AddAB; E. coli expressing H. pylori AddAB, absorbance growth; inhibition, % at 11.9 µM; 330,000 tested, 0.29% active; AID 435030; in the data active = inhibition above about 12%;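 note: 0% = vehicle wells of infected cells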
Starred values were filed as active, the others as inactive; nt = not tested or not shown; + = active, no number. This is a subset. The share of hits here may be higher or lower than overall.

Molecule,CAL PDZ inh,DAGLB inhibitor,phage Ecoli inh,PfHsp90 yeast 2,Rtt109 Vps75,Ecoli viability,Tat transport,Wnt bcat act,PvdQ inh,AddAB inh
COC(=O)C1=C(c2cccc(OC)c2OC)C[C@@H]2CC[C@H]1N2C(=O)NCCO,-1.8,-4,0.6,-16,10,-1.2,-4,-1,0,1.0
COc1ccc(C[C@@H]2c3cc(O)c(OC)cc3CCN2C)cc1O,-1.0,-3,4.3,23,3,0.7,-1,0,6,2.4
O=C(Cn1c2c(c(-c3ccccc3Cl)cc1=O)CCC2)N1CCC2(CC1)OCCO2,0.2,-4,0.5,-3,-8,-0.7,-9,nt,-9,-0.5
CN(C)CCN=Cc1c(O)n(Cc2ccco2)c(=O)[nH]c1=O,-2.3,-2,2.5,18,-2,1.0,-9,-3,-8,-0.1
CCN(CC)c1ccc(CN(C)CCc2ccc(OC)c(OC)c2)cc1,0.6,0,2.4,nt,8,0.4,-9,nt,-4,0.9
N#Cc1cc2c(nc1SCC(=O)Nc1cc(Cl)cc(Cl)c1)C1CCN2CC1,-0.7,1,1.4,27,5,1.2,-3,-3,-10,0.3
FC(F)(F)c1ccccc1CN1CCN(Cc2ccccc2)CC1,0.8,-7,-2.8,23,-8,0.2,-3,-1,-2,3.5
Cc1ccc(N2C(=O)NC(=O)/C(=C/c3ccc(OC(=O)c4cccs4)cc3)C2=O)cc1,-1.1,-1,3.0,nt,-23,0.5,-1,-1,-7,1.0
COC(=O)C1=C(c2ccc(C(C)=O)cc2)C[C@@H]2CC[C@H]1N2C(=O)NC1CC1,-0.3,-1,3.6,33,1,-1.6,-3,0,-10,1.8
Cc1cccc(N2C(=O)NC(=O)/C(=C\c3cccn3-c3ccc(Cl)cc3)C2=O)c1,-0.5,25,3.3,-7,13,2.4,-11,nt,-31,1.9
CC(C)OC(=O)Nc1ccc(N=C(N)N[N+](=O)[O-])cc1,-0.1,0,3.0,8,0,3.1,-6,-1,-10,4.2
O=[N+]([O-])c1cccc(C2N3CCCN23)c1 (stereo not given),-1.6,0,5.4,19,-6,0.1,-11,-1,-15,-0.1
CCN(CC)CCCN=Cc1c(O)n(CCc2ccc(F)cc2)c(=O)[nH]c1=O,-0.5,0,2.4,0,-5,-0.3,3,nt,-5,2.3
COc1ccc2[nH]c(C)c(CCNCc3cc(OC)c(OC)c(OC)c3)c2c1,-0.3,0,1.8,nt,-9,-3.0,7,0,-7,-1.5
CC(=O)N1CC(=O)Nc2ccc(F)cc2C1c1ccccc1 (stereo not given),0.8,1,2.0,-13,-1,-0.9,17,-1,-3,-0.1
ClCCN1CCSCC1,0.1,1,3.9,72,1,nt,10,-2,-3,nt
Cc1c(C(=O)N2CCC3(CC2)OCCO3)oc2ccc(S(=O)(=O)N3CCOCC3)cc12,-0.5,-1,2.4,-13,7,-2.0,-8,-3,-7,-1.6
COc1cc(N2CCOCC2)ccc1/C=C1\C(=O)NC(=O)N(C2CCCCC2)C1=O,-2.4,11,-0.1,-4,-4,-0.1,-9,nt,-4,1.7
Cc1nn(Cc2ccccc2)c(Cl)c1C(=O)OCC(=O)N1CCCC1,-0.9,1,1.4,16,-7,-0.2,4,-1,-15,0.3
COC(=O)C1=C(c2ccc(F)cc2F)C[C@@H]2CC[C@H]1N2C(=O)NC1CCCCC1,0.7,-1,nt,-18,0,-0.2,1,nt,-7,2.6
CCC1(c2ccc(N)cc2)CCC(=O)NC1=O (stereo not given),0.1,3,5.8,-17,5,1.0,3,-3,-9,0.8
Cc1cccnc1-n1c(-c2ccco2)nc2ccccc2c1=O,0.9,0,1.0,10,3,-0.9,8,nt,5,4.0
Nc1c2c(nc3ccccc13)CCN(Cc1ccccc1)C2,-2.0,-4,2.4,3,6,0.0,-1,-1,-6,3.8
CCCCCCC(Cl)(Cn1ccnc1)c1ccccc1 (stereo not given),0.0,-4,-1.0,101*,-4,-2.6,-4,-3,0,-0.9
COc1ccccc1CCNC1CCCCCC1,-0.4,-4,4.3,8,9,-0.3,-3,0,-6,3.5
CCCCn1c(=O)c(C(=O)NCc2ccccc2)c(O)c2ccccc21,18,-22,-0.6,0,-1,2.6,-11,-3,-10,6.5
CC(C)CC(=O)NC(Oc1ccc(Cl)cc1)C(Cl)(Cl)Cl (stereo not given),0.2,-3,2.4,nt,0,0.1,-4,-9,-9,-2.1
CN(C)C(=O)Oc1c(Cl)cc(Cl)c2ccccc12,-0.5,-4,3.7,24,2,-2.4,1,nt,-7,-1.3
Cc1cc(N(CCCl)CCCl)ccc1/C=N/NC(=O)c1ccco1,-1.4,0,2.9,1,9,0.1,0,25,9,0.8
O=[N+]([O-])c1ccc(N2CCCC2)c2ccncc12,0.8,6,3.4,6,nt,-0.8,-5,-1,-6,0.2
C[C@@H]1C[C@@H]([C@H](O)CC2CC(=O)NC(=O)C2)C(=O)[C@@H](C)C1,0.1,0,1.5,+,10,0.2,8,-25,11,2.7
COc1ccc(NC(=S)NC(NC(=O)CF)C(Cl)(Cl)Cl)c([N+](=O)[O-])c1 (stereo not given),0.7,-1,2.8,nt,6,0.9,-16,nt,-6,0.3
COc1cccc(C2(O)CCN(Cc3ccncc3)CC2)c1,-1.0,0,3.9,-7,-1,0.6,0,-2,-7,2.0
CN1CCC(c2c[nH]c3ccccc23)C1 (stereo not given),-2.8,-4,-2.9,12,-3,1.1,0,4,6,-1.6
CCOC(=O)C1C(=O)NC2(C)CC1c1cc(OC)ccc1O2 (stereo not given),-3.2,3,2.3,-13,nt,-2.0,-1,nt,-11,0.3
O=C(CCN1CCOCC1)NCC(=O)Nc1ccc(Br)cc1C(=O)c1ccccc1,-2.4,0,1.3,9,-6,2.7,-4,nt,-15,-0.2
O=C(c1ccc(Br)cc1)C12CN3CN(CN(C3)C1)C2,-0.7,-3,3.6,-2,2,0.8,1,-1,11,-1.4
COC(=O)NC(=S)Nc1ccccc1NC(=S)NC(=O)OC,-1.1,3,3.6,-5,1,nt,4,0,8,nt
Cc1cccc(N/N=C/c2c(O)[nH]c(=S)[nH]c2=O)c1,-0.5,0,3.4,-8,8,-0.3,-3,8,-8,1.9
O=C(c1csc2c1CCCCC2)N1CCC2(CC1)OCCO2,-2.2,1,2.3,19,nt,-1.4,-6,1,-3,-0.8
O=C(NCc1ccc(C(=O)N2CCC3(CC2)OCCO3)cc1)c1cccc(Br)c1,-2.5,-3,0.8,2,-4,-0.9,-6,nt,-11,2.0
COc1cccc(CNCCc2cccc(F)c2)c1OC,-1.1,-4,-1.3,23,2,-1.5,3,0,5,-0.9
Cc1[nH]c2ccc(OC(F)(F)F)cc2c1CCNCc1ccc(Cl)cc1,-0.3,0,1.6,6,7,nt,-9,0,6,nt
COc1cc2c(cc1OC)-c1c3c(cc4c1[C@@H](C2)N(C)CC4)OCO3,1.2,-1,1.9,-22,11,-1.2,-8,2,9,1.8
COc1ccc2c(c1)c(CCN)c(C)n2Cc1ccccc1,0.5,2,4.1,10,-2,-1.0,6,3,-12,0.6
Clc1ccc2c(c1)C(c1ccccc1Cl)=NCc1nncn1-2,-2.0,-2,1.4,-9,nt,-0.4,-11,nt,10,2.0
CCOP(=O)(OCC)Oc1cc(C)c(N(C)C)c(C)c1,-0.2,-3,-0.6,-14,3,nt,-1,0,-17,nt
COC1/C=C/C=C(\C)Cc2cc(O)c(Cl)c(c2)N(C)C(=O)CC(OC(=O)C(C)C)C2(C)OC2C(C)C2CC1(O)NC(=O)O2 (stereo not given),0.1,3,2.8,35,2,nt,-2,-22,-12,nt
CC(C)NC(C)Cc1ccc(I)cc1 (stereo not given),0.0,2,6.8,-6,2,-0.2,0,2,-8,1.3
CC(C)NC(=O)c1ccc(N2CC3CC(C2)c2cccc(=O)n2C3)c([N+](=O)[O-])c1 (stereo not given),nt,0,0.0,4,-2,-2.8,2,9,-16,0.8

(list continues)
Molecule,CAL PDZ inh,DAGLB inhibitor,phage Ecoli inh,PfHsp90 yeast 2,Rtt109 Vps75,Ecoli viability,Tat transport,Wnt bcat act,PvdQ inh,AddAB inh
C/C(=N\NC(=O)c1ccccc1)c1c(O)n(C2CCCCC2)c(=O)[nH]c1=O,-1.6,8,1.5,12,1,-2.2,-1,0,-12,2.7
CN(C)/C=C(\C=[N+](C)C)c1[nH]ncc1[N+](=O)[O-],0.4,1,3.9,2,-10,0.0,-3,0,-16,2.9
C[C@@H]1C(=O)O[C@H]2[C@H](O)[C@]34[C@@H]5OC(=O)[C@]3(OC3OC(=O)[C@H](O)C34[C@H](C(C)(C)C)[C@@H]5O)[C@@]12O (stereo not given in full),-0.9,4,3.0,-20,-9,nt,4,1,-9,nt
CN1CCN(c2ccc(NC(=O)C(C)(C)C)cc2)CC1,nt,-2,1.4,28,10,0.1,-4,0,-15,1.0
O=c1[nH]c(=S)n(C2CC2)c(O)c1/C=N/N1CCOCC1,0.9,-3,2.3,-12,1,-1.5,-7,0,-13,3.5
CC/C(=N\NC(N)=O)c1c(O)[nH]c(=O)[nH]c1=O,0.8,0,1.2,1,-4,1.8,-1,74*,-7,2.7
CC1(C)CSC(Nc2ccc(F)c(Cl)c2)=N1,-1.1,-3,1.4,13,0,-1.3,6,nt,28,0.6
CNCC(C)c1ccccc1 (stereo not given),-2.6,-2,2.6,-1,10,-0.5,-6,-2,-1,0.8
O=C(CNC(=O)OCc1ccccc1)NCC(=O)Nc1ccc(Br)cc1C(=O)c1ccccc1,-2.1,-1,0.9,5,5,2.1,0,nt,2,1.1
CCC(CO)NC(=O)C1C=C2c3cccc4[nH]cc(c34)CC2N(C)C1 (stereo not given),1.0,-1,3.9,16,-2,-0.9,0,-3,-10,-1.6
COc1ccc2c(c1OC)C(=O)OC2c1c(O)n(Cc2ccc(F)cc2)c(=O)[nH]c1=O (stereo not given),0.2,4,0.5,-10,13,1.4,6,nt,-7,-0.8
Cc1cc(OCc2cc(C(=O)O)oc2C)c2c3c(c(=O)oc2c1)CCCC3,-2.5,3,2.5,-2,-2,-2.8,-1,-1,-11,-1.4
COc1ccccc1-n1c(-c2ccoc2)nc2ccccc2c1=O,0.3,-1,1.4,-20,1,3.3,-8,nt,7,2.0
O=C(c1cnn2c(C(F)(F)F)cc(-c3ccccc3)nc12)N1CCC2(CC1)OCCO2,nt,-2,0.3,-6,1,0.3,9,nt,1,-0.4
CCOc1ccc(NC(=O)CCNC(=O)N2C[C@H]3C[C@@H](C2)c2cccc(=O)n2C3)cc1,-0.8,1,3.1,17,-1,-0.2,-3,-1,-8,4.5
O=C1CN(O)C(c2ccccc2)=c2cc(Br)ccc2=N1,-16,-1,8.7,13,-2,1.2,-1,-1,-9,7.3
O=C1CC(=O)N(Cc2ccccc2)C(=O)N1Cc1ccccc1,-0.4,12,0.8,0,-2,nt,7,0,-15,nt
COC(=O)C1=C(c2ccccc2OCc2ccccc2)C[C@@H]2CC[C@H]1N2C(=O)NCc1cccc(C(F)(F)F)c1,-0.8,-21,0.2,-3,1,0.2,7,-5,-12,4.2
